MEP2 TOR yeast: alters MEP2-GFP fluorescence in TOR pathway yeast screen; hit rate 0.51% among 330,000; S. cerevisiae MEP2-GFP strain, flow cytometry GFP, 3 h; 100% = DMSO control level; GFP response vs DMSO, % at 10 µM;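 active = GFP response versus DMSO above a set limit, roughly screen mean plus 3 SD, cut at about 180% in these data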;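 note: median GFP fluorescence of the barcode-gated MEP2-GFP cells per well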
AGP1-GFP MLPCN: yeast TOR pathway AGP1-GFP modulation; S. cerevisiae AGP1-GFP multiplex flow cytometry, 3 h; GFP as percent of DMSO wells; GFP response vs DMSO, % at 10 µM; hit rate 0.02% among 320,000; AID 2066;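 active = GFP response relative to DMSO above a set limit, near screen average plus 3 SD, cut at about 150% in these data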;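 note: median GFP channel fluorescence of the gated AGP1 strain per well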
AHR act: human AHR activation; hit rate 2.5% among 320,000; P35869; AID 2796; activation, % at 5 µM; AHR-responsive luciferase reporter cells, luminescence; in the data active = activation above about 47%;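 note: 0% = vehicle wells and 100% = reference agonist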
procasp3 activ: procaspase-3 (human) activation; recombinant procaspase-3 D3A, Ac-DEVD-pNA absorbance 405 nm; activation, % at 8.5 µM; hit rate 0.11% among 330,000; P42574;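 active = activation above the mean of all tested compounds plus 3 SD, cut at about 21% in these data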;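 note: 0% = DMSO alone and 100% = DMSO wells spiked with extra 5 µM PC-3 D3A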
Target sequence (P42574 whole entry D9A/D28A/D175A): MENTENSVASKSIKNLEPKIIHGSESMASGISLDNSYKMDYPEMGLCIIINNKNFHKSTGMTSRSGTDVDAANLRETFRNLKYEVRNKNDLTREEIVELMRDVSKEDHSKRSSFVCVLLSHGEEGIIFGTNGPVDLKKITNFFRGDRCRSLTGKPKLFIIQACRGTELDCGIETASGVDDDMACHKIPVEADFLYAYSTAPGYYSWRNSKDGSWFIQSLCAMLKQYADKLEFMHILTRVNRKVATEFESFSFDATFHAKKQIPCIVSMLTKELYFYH
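Assay system: Procaspase-3 D3A mutant, all three cleavage aspartates alanine. Buffer or medium: Zinc-free HEPES saline buffer with Triton X-100. Times: 1 h compound preincubation, 2 h substrate hydrolysis at 25 °C. Measured by: 405 nm absorbance of p-nitroaniline, reads at 0 and 120 min. Read-out basis: percent activation relative to control range. Replicates: singlicate.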
proCasp7 act: counter-screen: procaspase-7 (human) activation. recombinant procaspase-7, Ac-DEVD-pNA absorbance 405 nm; D23A/D198A/D206A triple mutant, cannot self-cleave; scale: DMSO 0, 5 µM enzyme 100. activation, % at 8.5 µM. hit rate 0.093% among 330,000;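 active = percent activation above the screen-wide mean plus 3 SD, cut at about 25% in these data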
Target sequence (P55210 whole entry D23A/D198A/D206A): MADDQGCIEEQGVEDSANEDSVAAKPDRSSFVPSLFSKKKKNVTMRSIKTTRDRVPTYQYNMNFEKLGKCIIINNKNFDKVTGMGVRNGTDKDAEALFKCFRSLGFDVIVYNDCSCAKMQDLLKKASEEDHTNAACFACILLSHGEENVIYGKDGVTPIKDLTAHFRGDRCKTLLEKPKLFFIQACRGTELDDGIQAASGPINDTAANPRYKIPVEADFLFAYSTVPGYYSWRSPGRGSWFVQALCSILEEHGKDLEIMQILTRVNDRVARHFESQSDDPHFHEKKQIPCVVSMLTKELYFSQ
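Detection: p-Nitroaniline absorbance at 405 nm, read at 0 and 120 min; system: Uncleavable procaspase-7 mutant enzyme; evaluation: % activation from two-timepoint absorbance difference, scaled to controls; times: 1 h enzyme–compound preincubation and 2 h substrate reaction, both 25 °C; buffer or medium: Zinc-free HEPES pH 7.4 with 300 mM NaCl, 0.01% Triton X-100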
RPL19A TOR yeast: yeast TOR pathway RPL19A-GFP modulation; S. cerevisiae RPL19A-GFP strain, flow cytometry, 3 h; stronger effect = lower value; hit rate 0.3% among 330,000; percent response vs DMSO, % at 10 µM;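 active = percent response vs DMSO below 50%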;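 note: median channel GFP fluorescence of the barcoded RPL19A-GFP strain; ratio of sample median GFP to plate DMSO average so 100% = DMSO; lower means less RPL19A-GFP as with rapamycin TOR inhibition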
LAP4 TOR yeast: yeast TOR pathway LAP4-GFP modulation. hit rate 0.34% among 320,000. S. cerevisiae LAP4-GFP multiplex, flow cytometry GFP, 3 h; median GFP as percent of DMSO wells. GFP response vs DMSO, % at 10 µM;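 active = GFP response vs DMSO above a set limit, about the screen mean plus 3 SD, cut at about 150% in these data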
CIT2-GFP yeast: alters CIT2-GFP fluorescence in TOR pathway yeast screen. S. cerevisiae CIT2-GFP strain, flow cytometry, 3 h; 100 means same as DMSO wells. GFP response vs DMSO, % at 10 µM. hit rate 0.065% among 320,000. AID 2029;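 active = GFP response relative to DMSO above a set limit, near the screen mean plus 3 SD, cut at about 150% in these data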;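 note: ratio of well median GFP fluorescence to mean of DMSO wells on the plate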
Active calls of the source: *; . = no result given; [ ] = remark or other dose. An unsorted share of the library; about 3.5% have a hit in one of these screens.

SMILES | MEP2 TOR yeast | AGP1-GFP MLPCN | AHR act | procasp3 activ | proCasp7 act | RPL19A TOR yeast | LAP4 TOR yeast | CIT2-GFP yeast
CC1(c2ccccc2)CC(C)(C)N2C(=O)Cc3cccc1c32 (configuration not stated) | 97.9 | 103.5 | 3.8 | 6.7 | -1.1 | 99.2 | 104.6 | 98.0
CCOC(=O)CCNC(=O)N1CCCC(N(C)CCc2ccccc2)C1 (configuration not stated) | 100.4 | 99.2 | 4.0 | 7.5 | 3.7 | 98.7 | 92.7 | 97.3
CCOc1cc(/C=N/NS(=O)(=O)c2ccccc2)ccc1OS(=O)(=O)c1ccc(C)cc1 | 99.9 | 102.0 | 3.2 | -9.9 | 2.8 | 97.3 | 97.4 | 96.2
OCC1(Cc2ccc(F)cc2F)CCCN(CCCc2ccccc2)C1 (configuration not stated) | 115.0 | 101.8 | -0.4 | 7.7 | -0.4 | 102.5 | 101.9 | 104.5
COc1ccc(OC)c(C(C)NC(=O)C(C)n2cc([N+](=O)[O-])cn2)c1 (configuration not stated) | 96.1 | 97.5 | -1.3 | 13.5 | -2.7 | 97.7 | 98.9 | 97.8
CCc1noc(C)c1C(=O)N1CCN(S(=O)(=O)c2cc(C)ccc2C)CC1 | 96.9 | 103.4 | -3.5 | 5.0 | -2.5 | 95.4 | 100.8 | 99.4
O=C(NCCSc1ncc(-c2ccc(F)cc2)[nH]1)c1ccco1 | 103.4 | 105.5 | 10.0 | 8.6 | 1.4 | 102.0 | 100.4 | 111.4
COc1ccc(-c2c(=O)n(OCc3ccccn3)c3ccccc3[n+]2[O-])cc1OC | 102.6 | 102.0 | 6.2 | 0.1 | -6.1 | 97.8 | 96.5 | 95.7
CCOc1ccc(-c2nc(N)ncc2-c2ccc(OC)cc2)c(O)c1 | 99.5 | 98.8 | 20.6 | 5.7 | 1.6 | 99.1 | 106.0 | 97.0
COc1ccccc1CN=Cc1[nH]c2ccc(Br)c(Cl)c2c1O | 113.9 | 91.8 | 22.6 | 0.3 | 8.6 | 100.5 | 145.4 | 116.7
O=C(CSc1nc2ccccc2c(=O)n1-c1ccc(F)cc1)Nc1ccc(Cl)c(S(=O)(=O)N2CCOCC2)c1 | 102.3 | 100.8 | 9.8 | 3.7 | 4.5 | 102.5 | 94.4 | 100.7
O=C(Cc1ccc(Br)cc1)OCC(=O)N1CCOCC1 | 96.5 | 95.8 | 0.9 | 7.3 | -7.4 | 95.4 | 92.7 | 90.8
COc1ccc(CN2CCNC(=O)C2CC(=O)N2CCCN(C(C)=O)CC2)cc1OC (configuration not stated) | 97.9 | 99.7 | 1.5 | 2.1 | -4.2 | 96.6 | 94.1 | 94.0
COc1ccc2c(CC(=O)OCC(=O)Nc3ccc(C)cc3)coc2c1 | 100.5 | 98.3 | 1.3 | 8.8 | -7.3 | 98.8 | 103.0 | 98.7
CCCCNC(=O)Nc1ccc2c(c1)N(C)C(=O)c1ccccc1S2 | 104.5 | 94.9 | 12.1 | -3.0 | -10.4 | 97.0 | 99.4 | 99.0
COc1ccc(CC(=O)NCC(c2ccc(OC)cc2)N(C)C)cc1 (configuration not stated) | 98.7 | 104.2 | -1.5 | 2.6 | 6.3 | 94.6 | 99.9 | 98.7
COc1ccc(OC)c2sc(N(CCCN(C)C)C(=O)CCS(=O)(=O)c3ccccc3)nc12 | 94.4 | 102.6 | 0.0 | -3.8 | -15.1 | 96.5 | 105.1 | 89.2
CN(C)C(=O)c1nc2ccc(Cl)cn2c1CN1CCCC(OCc2ccccc2)C1 (configuration not stated) | 98.9 | 98.2 | 4.0 | -4.8 | 12.9 | 95.1 | 104.2 | .
CC1CCCCN1CCNC(=O)CN1C(=O)COc2ccccc21 (configuration not stated) | 103.5 | 100.0 | -2.3 | 11.6 | -9.1 | 100.0 | 93.8 | 103.1
NC(=O)/C(=C\c1ccccc1)NC(=O)/C=C/c1ccccc1 | 105.7 | 104.0 | 17.0 | -1.0 | 8.4 | 101.8 | 97.7 | 106.8
Cn1c(=O)cc(OCC(=O)NCCC2=CCCCC2)c2ccccc21 | 88.5 | 78.6 | 14.3 | 1.4 | -6.1 | 89.3 | 101.9 | 91.6
O=C(Nc1ccc2nc(-c3cccnc3)[nH]c2c1)c1ccco1 | 93.5 | 100.9 | -2.2 | 14.4 | 9.4 | 100.1 | 104.4 | 97.0
CCCn1nnc(NC(=O)c2ccc3c(c2)OCO3)n1 | 143.0[may fluoresce violet] | . | 17.9 | -6.5 | 1.8 | 98.5[may fluoresce violet] | . | .
CCc1ccccc1N(CC(=O)NCc1ccc(OC)cc1)C(=O)CCC(=O)Nc1ccccn1 | 102.3 | 105.2 | 4.8 | 1.1 | -10.7 | 105.3 | 93.2 | 106.9
O=C(O)/C=C/c1ccc(S(=O)(=O)Nc2cccnc2)cc1 | 108.9 | 99.7 | -2.0 | 7.5 | -4.8 | 102.7 | 96.0 | 102.9

Next section:
SMILES | MEP2 TOR yeast | AGP1-GFP MLPCN | AHR act | procasp3 activ | proCasp7 act | RPL19A TOR yeast | LAP4 TOR yeast | CIT2-GFP yeast
Cc1ccc(S(=O)(=O)NC(C)C(=O)Nc2ccccc2C(=O)N2CCCC2)cc1 (configuration not stated) | 101.5 | 103.8 | 2.5 | 0.2 | 10.9 | 103.1 | 98.8 | 101.4
COc1ccccc1OCCNC(=O)c1ccc(C(C)(C)C)cc1 | 104.2 | 117.7 | 35.5 | -7.5 | -2.2 | 108.6 | 110.8 | 108.2
CCOc1ccccc1/C=C/c1onc(C)c1S(=O)(=O)N1CCC(C(=O)N2CCCCCC2)CC1 | 105.5 | 100.0 | 0.3 | 5.2 | 5.4 | 100.6 | 97.0 | 100.8
N/C(=N\O)c1ccccc1-n1cccc1 | 98.4 | 107.7 | -0.3 | 3.7 | -2.8 | 97.6 | 101.8 | 99.0
Cc1ccc(-c2nnc(SCC(=O)N/N=C/c3c(C)nn(-c4ccccc4)c3C)n2-c2ccccc2)cc1 | 103.9 | 101.6 | 5.9 | 10.1 | 9.0 | 107.8 | 92.7 | 105.6
O=[N+]([O-])c1ccccc1/C=C/CN1CCCCC1CO (configuration not stated) | 105.7 | 106.2 | . | . | . | 104.8 | 98.3 | 103.2
CN(C)S(=O)(=O)Nc1cccc(Br)c1 | 106.5 | 116.1 | 1.1 | -4.7 | 5.7 | 107.2 | 108.6 | 110.2
C/C=C(/C)C(=O)Nc1cccc(C2=NOC3(C2)C[C@H](C(N)=O)N(C(=O)Cc2ccc([N+](=O)[O-])cc2)C3)c1 (some centres not stated) | 91.7 | 86.8 | -1.4 | -3.9 | 11.6 | 99.6 | 130.3 | 94.8
CCN(Cc1ccncc1)C(=O)c1cccs1 | 104.6 | 98.3 | 1.6 | 1.5 | -6.3 | 101.6 | 104.1 | 106.1
CCn1c(=O)cc(OCC(=O)NC(C)c2ccc3c(c2)OCCO3)c2ccccc21 (configuration not stated) | 97.3 | 96.9 | 17.3 | -1.8 | -0.4 | 96.0 | 99.5 | 96.7
Cc1cc2nnc(SC(C)C#N)n2c2ccccc12 (configuration not stated) | 100.3 | 101.8 | 4.1 | 1.4 | -0.5 | 100.4 | 101.2 | 98.8
CCc1nnc(NC(=O)c2nc(S(=O)(=O)Cc3ccc(C)cc3)ncc2Cl)s1 | 103.7 | 102.4 | -2.2 | -5.5 | 4.2 | 101.5 | 90.2 | 110.8
CC(C)N(C(=O)CSc1nnc(NC(=O)c2cccs2)s1)C(C)C | 104.3 | 104.4 | 2.4 | -9.3 | -8.0 | 105.1 | 105.9 | 105.5
Cc1ccc(S(=O)(=O)N[C@@H](CC(C)C)C(=O)NCc2ccco2)cc1 | 98.7 | 95.7 | -2.0 | -3.7 | 5.9 | 97.1 | 95.8 | 101.4
CCCCC(CC)C(=O)Nc1ccccc1C#N (configuration not stated) | 104.3 | 103.1 | -2.1 | -14.0 | 4.3 | 99.4 | 99.6 | 99.5
Cc1nnc(NC(=O)C2CCN(c3nnnn3-c3ccccc3)CC2)s1 | 90.0 | 89.0 | -1.1 | 3.8 | 5.3 | 88.2 | 87.6 | 93.2
C/C(=N\NC(=O)c1ccccc1F)c1ccc2c(c1)Nc1ccccc1S2 | 91.1 | 91.7 | -5.1 | -0.9 | 0.2 | 98.7 | 89.4 | 91.2
O=C(Nc1cccnc1)c1ccc(Br)c(S(=O)(=O)N2CCCC2)c1 | 98.8 | 94.1 | 44.3 | 5.4 | -0.1 | 101.0 | 77.6 | 115.6
COc1cc(CNCCc2ccccc2F)ccc1OCc1ccc(Cl)nc1 | 110.0 | 112.2 | 1.9 | 0.5 | 8.6 | 111.8 | 114.1 | 99.4
COc1ccc(C(C)NC(=S)NCc2ccc(F)cc2)cc1 (configuration not stated) | 104.2 | 90.0 | 9.4 | -3.6 | 7.9 | 101.8 | 97.2 | 102.1
Cc1cc[n+](CC(=O)Nc2cccc(C)c2)cc1 | 105.0 | 107.0 | -1.0 | 3.8 | 10.1 | 107.5 | 110.2 | 107.6
O=S(=O)(c1ccccc1F)N1CCN(Cc2cc3c(cc2Br)OCCO3)CC1 | 105.6 | 111.4 | 1.1 | -8.3 | 4.2 | 104.7 | 114.7 | 111.6
O=C(Nc1cccc(Cl)c1N1CCCC1)c1cc2ccccc2o1 | 109.1 | 131.5 | 17.3 | -1.4 | -3.4 | 93.3 | 123.7 | 117.1
CC1CCN(S(=O)(=O)c2ccc3c(c2)c(=O)c(C(=O)NCc2cccs2)cn3C)CC1 | 102.1 | 94.3 | 2.0 | 0.1 | 8.8 | 103.3 | 88.2 | 98.4
CN(C)c1ccc(NS(=O)(=O)c2cc(Cl)ccc2Cl)cc1 | 96.9 | 93.4 | 25.6 | -9.7 | -3.3 | 94.8 | 90.3 | 89.8
Clc1ccc(Cl)c(-c2nn3c(Cn4cnc5ccccc54)nnc3s2)c1 | 106.9 | 110.2 | 19.7 | 7.2 | -1.2 | 104.6 | 108.3 | 107.1
CC(C)N=c1cc2n(-c3ccc(Cl)cc3)c3ccccc3nc-2cc1Nc1ccc(Cl)cc1 | 99.2 | 88.3 | -1.5 | -7.0 | -10.9 | 97.8 | 129.2 | 93.0
COc1ccccc1/C=C/C(=O)NC(=S)N1CCN(C)CC1 | 101.0 | 89.3 | . | . | . | 103.8 | 60.9 | 92.3
C=CCn1c(C)cc(-c2csc(N)n2)c1C | 95.3 | 93.2 | 7.0 | -8.5 | -3.0 | 95.5 | 92.3 | 97.4
C=CCSc1nnc(-c2cc3c(s2)-c2ccccc2CC3)o1 | 92.3 | 86.1 | 66.1* | 18.1 | 27.7* | 94.2 | 131.7 | 99.3

An excerpt from above in order of the CIT2-GFP yeast value, high to low.
Structure,MEP2 TOR yeast,AGP1-GFP MLPCN,AHR act,procasp3 activ,RPL19A TOR yeast,LAP4 TOR yeast,CIT2-GFP yeast
CCN(Cc1ccncc1)C(=O)c1cccs1,104.6,98.3,1.6,1.5,101.6,104.1,106.1
Cc1ccc(-c2nnc(SCC(=O)N/N=C/c3c(C)nn(-c4ccccc4)c3C)n2-c2ccccc2)cc1,103.9,101.6,5.9,10.1,107.8,92.7,105.6
C/C(=N\NC(=O)c1ccccc1F)c1ccc2c(c1)Nc1ccccc1S2,91.1,91.7,-5.1,-0.9,98.7,89.4,91.2

Compound activity as filed in PubChem BioAssay.
